# Compound activity deposited in PubChem BioAssay by The Scripps Research Institute Molecular Screening Center.
# TAAR1 agonist = human TAAR1 agonism | Q96RJ0 | CHO RD-HGA16 TAAR1, Fluo-8 calcium fluorescence; vehicle wells 0%, saturating PEA agonist 100% | activation, % at 3 µM | 360,000 tested, 0.99% active | AID 624467;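 active = activation above the mean activation of all test compounds in the run plus 3 SD, cut at about 38% in these data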
#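 System: CHO-derived RD-HGA16 cells with stable Gα16 and human TAAR1 / Times: 17-24 h plating, Fluo-8 75 min 37 °C, 30 min RT / Technique: calcium-sensitive Fluo-8 signal, excitation 470-495, emission 515-575 nm / Measure: % activation relative to PEA EC100 response / Benchmarks: DMSO and PEA EC100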
# CHRM1 PAM = potentiates human M1 receptor response to acetylcholine; P11229; activation, % at 3 µM; CHO-K1 hM1, Fluo-8 calcium fluorescence, ACh EC20; 0% = ACh EC20, 100% = maximal ACh; 360,000 tested, 0.088% active; in the data active = activation above about 19%, passing the limit was not always enough
# Target sequence (P11229 whole entry, looked up): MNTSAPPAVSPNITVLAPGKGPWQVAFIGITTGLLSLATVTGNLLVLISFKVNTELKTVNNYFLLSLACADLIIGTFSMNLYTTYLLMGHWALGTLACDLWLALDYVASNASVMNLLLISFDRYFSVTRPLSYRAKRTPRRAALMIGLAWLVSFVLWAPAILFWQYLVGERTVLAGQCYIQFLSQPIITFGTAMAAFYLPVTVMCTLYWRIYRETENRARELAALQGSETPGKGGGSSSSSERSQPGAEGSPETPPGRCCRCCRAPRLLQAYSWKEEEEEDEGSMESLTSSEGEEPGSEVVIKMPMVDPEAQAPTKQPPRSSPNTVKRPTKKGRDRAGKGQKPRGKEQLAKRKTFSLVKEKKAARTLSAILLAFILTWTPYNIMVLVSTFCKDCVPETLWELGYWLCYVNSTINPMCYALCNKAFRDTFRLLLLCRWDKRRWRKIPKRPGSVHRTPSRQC
# CHRM5 antagonist = blocks acetylcholine activation of human M5 receptor; AID 624040; CHO-hM5 cells, Fluo-8 calcium fluorescence, ACh EC80; 360,000 tested, 0.59% active; inhibition, % at 3 µM; P08912;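 active = inhibition above a per-plate cutoff, the mean of that plate's test compounds plus 3 SD, cut at about 27% in these data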;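 also: 0% = acetylcholine EC80 with DMSO and 100% = DMSO without agonist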
# Target sequence (P08912 whole entry, looked up): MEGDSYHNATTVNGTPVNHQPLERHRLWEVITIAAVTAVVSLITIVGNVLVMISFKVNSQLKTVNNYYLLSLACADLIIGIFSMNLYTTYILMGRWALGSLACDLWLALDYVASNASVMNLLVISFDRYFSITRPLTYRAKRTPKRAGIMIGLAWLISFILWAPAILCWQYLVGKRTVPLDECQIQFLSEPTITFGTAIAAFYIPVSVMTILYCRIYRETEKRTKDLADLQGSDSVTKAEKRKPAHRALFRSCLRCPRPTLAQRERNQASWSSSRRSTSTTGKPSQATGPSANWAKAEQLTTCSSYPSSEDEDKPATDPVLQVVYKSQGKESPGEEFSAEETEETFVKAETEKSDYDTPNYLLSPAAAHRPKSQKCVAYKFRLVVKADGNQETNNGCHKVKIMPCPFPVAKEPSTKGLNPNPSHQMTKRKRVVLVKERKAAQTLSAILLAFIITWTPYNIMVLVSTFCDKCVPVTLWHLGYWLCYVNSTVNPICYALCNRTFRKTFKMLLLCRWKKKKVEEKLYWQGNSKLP
# CHRM5 PAM = potentiates acetylcholine response at human M5 receptor | P08912 | CHO-K1 hM5, Fluo-8 calcium, ACh EC20 PAM; 0% = ACh EC20, 100% = ACh EC100 | activation, % at 3 µM | 360,000 tested, 0.3% active | AID 624038;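 active = activation above the run cutoff, the mean activation of all test compounds plus 3 SD, cut at about 18% in these data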
#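 Replicates: One well per compound, no replicates | System: Human M5 receptor in CHO-K1 cells | Benchmarks: Low control EC20 acetylcholine (0%), high control EC100 acetylcholine (100%) | Probe or stimulus: Acetylcholine, EC20 level | Times: Fluo-8 loading 80 min at 37 °C plus 30 min room temperature | Signal: Intracellular calcium via Fluo-8 fluorescence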
# CHRM1 agonist = human M1 muscarinic receptor agonism; AID 588814; activation, % at 3 µM; CHO-K1 hM1, Fluo-8 calcium fluorescence, agonist mode; 0% DMSO, 100% acetylcholine EC100; 360,000 tested, 0.33% active; P11229;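 active = activation above the run's mean compound activation plus 3 SD, cut at about 16% in these data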;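 also: peak over basal fluorescence ratio within a 140 s kinetic read after compound addition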
# CHRM4 antagonist = antagonists of human muscarinic M4 receptor (CHRM4); P08173; 360,000 tested, 0.73% active; inhibition, % at 3 µM; AID 624125; CHO-hM4 cells, ACh EC80, Fluo-8 calcium fluorescence;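 active = inhibition above its plate's cutoff, the mean inhibition of sample wells plus 3 SD, cut at about 27% in these data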;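 also: 0% = acetylcholine EC80 with DMSO and 100% = DMSO without agonist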
# M5 ag = CHRM5 agonism in calcium assay; AID 624037; CHO-K1 hM5 cells, Fluo-8 calcium fluorescence; 0% DMSO wells, 100% maximal acetylcholine response; 360,000 tested, 0.19% active; P08912; activation, % at 3 µM;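 active = activation above the run's mean over test compounds plus 3 SD, cut at about 23% in these data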;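 also: signal is peak over basal fluorescence ratio across the kinetic read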
# M4 ag = CHRM4 agonism in calcium assay; P08173; CHO-K1 hM4/Gqi5, Fluo-8 calcium fluorescence; vehicle 0%, full acetylcholine response 100%; activation, % at 3 µM; 360,000 tested, 0.14% active; AID 624127;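 active = activation above the run mean over all test wells plus 3 SD, cut at about 32% in these data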;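 also: peak over basal fluorescence ratio per well then scaled between controls; 0% = DMSO wells and 100% = acetylcholine at EC100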
# M1 antag = antagonists of human M1 muscarinic receptor | P11229 | CHO-K1 hM1, Fluo-8 calcium fluorescence, ACh EC80 antagonist | 360,000 tested, 1.3% active | inhibition, % at 3 µM;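 active = percent inhibition above its own plate's cutoff, namely the mean of that plate's compound wells plus 3 SD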;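 also: peak over basal fluorescence ratio during 140 s after agonist addition; 0% = ACh EC80 plus DMSO and 100% = DMSO alone without agonist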
# The depositor's hits bear a star; nt = not tested or not shown. Not all compounds are listed (hit frequency here may not be typical).
SMILES,TAAR1 agonist,CHRM1 PAM,CHRM5 antagonist,CHRM5 PAM,CHRM1 agonist,CHRM4 antagonist,M5 ag,M4 ag,M1 antag
CCn1c(SCC(=O)OC)nnc1-c1ccccc1,5,0,-8,-8,-7,-2,-4,1,11
CC(C)(C)C1CCC(OC(=O)CCC(=O)Nc2ccccc2)CC1 (stereo unspecified),0,0,-1,-2,-9,4,-3,0,-1
CCN(CCCn1c(=S)[nH]c2ccc(N3CCOCC3)cc2c1=O)c1ccccc1,0,-4,-4,17,-8,-1,12,0,8
Cc1ccc(S(=O)(=O)NNC(=O)c2ccccc2O)cc1,3,-1,-6,5,-2,4,1,2,5
COc1ccc(NC(=O)CSc2ccc(C)cc2)cc1,12,-6,-4,7,-3,-6,-8,0,-9
Cc1noc(C)c1COc1ccc(C(=O)OCC(=O)N2CC3(C)CC2CC(C)(C)C3)cc1 (stereo unspecified),17,-7,-7,4,-3,3,-6,6,-10
O=C(Nc1nc(-c2ccco2)c(-c2ccco2)s1)C1CC(=O)N(c2ccc3c(c2)OCCO3)C1 (stereo unspecified),2,10,6,1,-2,2,-2,0,-26
O=C(C1CCCN(S(=O)(=O)c2cccc3nonc23)C1)N1CCN(c2cccc(Cl)c2)CC1 (stereo unspecified),10,-4,5,-2,-1,-1,2,5,5
Cc1ccccc1N1CCN(CC(=O)Nc2ccccc2C(=O)NC2CC2)CC1,12,-7,4,-4,-2,3,3,10,10
O=C(COC(=O)c1ccccc1C(=O)OCC(=O)NCCc1c[nH]c2ccccc12)NCCc1c[nH]c2ccccc12,34,-18,32*,-38,-4,43*,0,21,34*
CCOc1ccc(CN(C)Cc2cc(=O)oc3c(C)c(C)ccc23)cc1OC,0,-9,12,-18,-2,7,7,10,24
O=C(CSc1nc(C2CC2)nc2sc3c(c12)CCCC3)NCc1ccco1,5,-4,2,-6,-2,4,3,1,-13
COc1cc(CN2CCN(c3ccccc3F)CC2)c([N+](=O)[O-])cc1OC,10,6,8,-5,-10,-1,-4,0,-7
COc1ccc(-c2ccc(CN3C(C(C)C)C(=O)N(Cc4cn(CCC5OCCCO5)nn4)CCS3(=O)=O)cc2)cc1OC (stereo unspecified),7,14,0,-2,0,0,2,2,-18
O=C(Nc1ccccc1-c1nnn(CC(=O)N2CCc3ccccc3C2)n1)C1CCC1,10,3,2,-3,-4,10,-4,-1,-1
CCc1ccccc1NC(=O)CSc1nnc(CNC(=O)c2ccco2)n1C,2,1,1,-5,-2,-10,-2,1,-10
CCOC(=O)c1oc2c(CN3CCN(CCO)CC3)c(O)c(CC)cc2c(=O)c1-c1nc2ccccc2s1,2,13,-14,5,-3,-5,1,2,-5
Cc1ccc2oc(=O)c3cnn(CC(=O)NCCN(C)C)c3c2c1,1,4,1,-5,0,-16,1,0,-9
O=C(Oc1ccc2c(c1)C(=O)c1ccccc1CO2)c1ccccc1,0,5,4,-5,-4,0,-3,0,-19
Cc1[nH]nc2c1C(c1cccs1)C1=C(CCCC1=O)N2 (stereo unspecified),2,2,9,-4,-5,6,-4,0,5

# Part of the list above, limited to CHRM4 antagonist, M1 antag and M5 ag.
mol	CHRM4 antagonist	M1 antag	M5 ag
COc1ccc(NC(=O)CSc2ccc(C)cc2)cc1	-6	-9	-8
O=C(Nc1nc(-c2ccco2)c(-c2ccco2)s1)C1CC(=O)N(c2ccc3c(c2)OCCO3)C1 (stereo unspecified)	2	-26	-2

# Further entries follow.
SMILES,TAAR1 agonist,CHRM1 PAM,CHRM5 antagonist,CHRM5 PAM,CHRM1 agonist,CHRM4 antagonist,M5 ag,M4 ag,M1 antag
CCOC(=O)C1CCCN(c2c(NCCCN3CCCC(C)C3)c(=O)c2=O)C1 (stereo unspecified),0,21,-12,2,-7,-26,-1,1,-11
Cc1ccc(NC2=NCC(=O)N2C2CCCC2)cc1,1,1,-5,8,-5,-2,3,1,1
Cc1cnc(C(=O)OCc2nc3ccsc3c(=O)[nH]2)cn1,2,12,12,6,6,1,0,0,2
O=C(O)c1ccccc1-c1ccccc1C(=O)Nc1ccc2c(c1)C(O)c1ccccc1-2 (stereo unspecified),2,-1,-5,1,-1,-3,0,0,-7
O=C(CSc1nnc(COc2ccccc2)n1Cc1ccco1)NCc1ccco1,9,18,-3,3,-1,-12,1,1,-11
Cc1nnsc1C(=O)Nc1ccccc1Cl,6,0,9,-8,-5,-1,-3,0,-2
O=C(CCCn1c(=S)[nH]c2ccc(Br)cc2c1=O)N1CCN(c2ccccn2)CC1,15,6,-10,2,-5,16,3,1,0
COc1ccc(-c2nc3c(c(=O)c4ccccc4n3C)c(=O)n2Cc2ccccc2)cc1,7,8,-3,0,-5,-3,-1,0,-8
CN(Cc1c(F)cccc1Cl)C(=O)c1ccc2ccccc2n1,2,10,13,-3,-1,-16,0,9,-21
O=C(Nc1nc(-c2ccc(-c3ccccc3)cc2)cs1)c1cc([N+](=O)[O-])ccc1N1CCOCC1,0,1,8,-6,-2,11,2,0,-3
COc1ccccc1N1CCN(C(=O)CCCNC(=O)Cn2cnc3sc(C)c(C)c3c2=O)CC1,4,4,8,-2,-3,-5,-2,2,-5
CC1CCN(S(=O)(=O)c2ccc3c(c2)c(=O)c(C(=O)NCc2cccs2)cn3C)CC1,-2,-2,-5,2,-2,10,-1,0,-3
COc1ccc(Cl)cc1C(=O)NNC(=O)c1cccc([N+](=O)[O-])c1,0,10,4,2,-1,7,-1,0,-13
COCCNS(=O)(=O)c1ccc2c(c1)C(=NO)c1cc(S(=O)(=O)NCCOC)ccc1-2,1,11,9,2,-2,0,4,2,0
CC(C)(C)c1ccc2c(c1)OC(C(=O)N/N=C/c1ccc([N+](=O)[O-])o1)CO2 (stereo unspecified),7,0,8,-6,0,8,3,4,4
Cc1ccc(CN=c2c([N+](=O)[O-])nn(-c3ccc4c(c3)OCCO4)n2O)cc1,1,5,6,-11,-4,-5,-1,1,-3
CCOc1ccc(Nc2nc(Cc3nnc(SCC(=O)c4ccc(C)cc4)o3)cs2)cc1,3,-12,13,-16,5,12,4,10,13*
CCOc1ccc(NC(=O)CSc2nnc(-c3cc(C)[nH]n3)n2N)cc1,4,-1,3,-3,-1,-3,-4,0,6
Clc1ccc2nc(CSc3nncn3-c3ccccc3)cn2c1,-2,-12,8,-10,-4,0,3,2,18
COc1ccc(/C=C2\SC(=S)N(CCC(=O)NCCCn3ccnc3)C2=O)cc1,3,1,-10,-1,-3,-3,-3,8,-12
CC1(C)CC(=O)C2=C(C1)N1C(=C(C#N)C2c2ccccc2Cl)N=C(N)c2ccccc21 (stereo unspecified),6,-6,7,-12,-2,-3,4,12,5
Cc1cccc(N)c1SC1CCCCC1O (stereo unspecified),2,2,-3,11,-7,1,3,1,3
CCc1ccc(/C=C(\Cl)c2nc3cc(Cl)ccc3c(=O)[nH]2)cc1,0,10,4,0,-5,7,-2,0,-7
COc1ccc([C@H]2C[C@H](n3cc(C4CC4)nn3)[C@@H](O)CN2CC2CCCCC2)cc1,0,-9,-1,0,-4,-7,2,7,-9
CCOc1ccccc1N(CC(=O)N1CCOCC1)S(=O)(=O)c1ccc(SC)cc1,4,19,-5,6,-4,-11,2,4,-28
NC(=O)CC(NC(=O)c1ccc(Br)cc1)c1ccc(N2CCN(c3ccccn3)CC2)c([N+](=O)[O-])c1 (stereo unspecified),5,0,1,8,-8,-1,-3,2,-2
Cc1cccc(NC(=S)N2CCOCC2)c1C,1,-2,-3,1,-4,15,0,1,-2
CCCCNC(=O)C1C(c2ccc(C(F)(F)F)cc2)=Nc2ccccc2N1C(=O)c1cccc(C(F)(F)F)c1 (stereo unspecified),1,nt,7,-5,nt,-1,-1,0,nt
COC(C(=O)Nc1ccnn1C1CCN(Cc2ccc(Cl)s2)CC1)c1ccccc1 (stereo unspecified),6,1,1,-2,-1,-4,-2,5,0
CS(=O)(=O)N1CCCC(c2nc(-c3ccc(S(=O)(=O)NCc4ccccc4)cc3)no2)C1 (stereo unspecified),nt,-18,29*,-16,3,33*,12,26,36*
CC(=O)NCCn1c(SCC(=O)NCCC2=CCCCC2)nc2ccccc2c1=O,10,-5,-4,5,-4,7,-1,0,6
CC(C)C(NS(=O)(=O)c1cccc(C(F)(F)F)c1)C(=O)NCc1cccs1 (stereo unspecified),5,-5,-2,-1,-3,-10,1,2,16
Cc1nc(NC(=O)COc2ccccc2)sc1C(=O)Nc1ccccc1,7,2,9,-8,-3,4,0,6,-5
CCOC(=O)N1CCN(CCc2ccccc2)CC1,1,6,7,-3,-4,6,-3,0,-10
CC(=O)OC[C@@H]1CN(Cc2ccccc2)C[C@H](n2cnc3c(NC4CCCC4)ncnc32)O1,3,9,-3,2,-3,-2,0,2,-14

# Of the compounds above, 7 have a thiophene ring, fused or not.
SMILES,TAAR1 agonist,CHRM1 PAM,CHRM5 antagonist,CHRM5 PAM,CHRM1 agonist,CHRM4 antagonist,M5 ag,M4 ag,M1 antag
O=C(CSc1nc(C2CC2)nc2sc3c(c12)CCCC3)NCc1ccco1,5,-4,2,-6,-2,4,3,1,-13
Cc1[nH]nc2c1C(c1cccs1)C1=C(CCCC1=O)N2 (stereo unspecified),2,2,9,-4,-5,6,-4,0,5
Cc1cnc(C(=O)OCc2nc3ccsc3c(=O)[nH]2)cn1,2,12,12,6,6,1,0,0,2
COc1ccccc1N1CCN(C(=O)CCCNC(=O)Cn2cnc3sc(C)c(C)c3c2=O)CC1,4,4,8,-2,-3,-5,-2,2,-5
CC1CCN(S(=O)(=O)c2ccc3c(c2)c(=O)c(C(=O)NCc2cccs2)cn3C)CC1,-2,-2,-5,2,-2,10,-1,0,-3
COC(C(=O)Nc1ccnn1C1CCN(Cc2ccc(Cl)s2)CC1)c1ccccc1 (stereo unspecified),6,1,1,-2,-1,-4,-2,5,0
CC(C)C(NS(=O)(=O)c1cccc(C(F)(F)F)c1)C(=O)NCc1cccs1 (stereo unspecified),5,-5,-2,-1,-3,-10,1,2,16
